# Source: PubChem
# NCOA3 inh: SRC3 coactivator transcriptional activity inhibitors, primary screen, cell-based, luminescence. Nuclear receptor coactivator 3 (Homo sapiens), Q9Y6Q9. HEK293 GAL4-SRC3 luciferase reporter. inhibition, % at 3.6 µM. 360,000 compounds, 0.17% hits. AID 588352, 2011;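 active = inhibition above a per-campaign cutoff, the mean of all compounds plus 3 SD, cut at about 60% in these data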;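 note: 0% = DMSO-treated cells and 100% = gossypol-treated cells at 36 µM; higher means less SRC3-driven luciferase light from the GAL4 reporter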
# LRH-1 inv ag: LRH-1 (NR5A2) inverse agonists, primary screen, cell-based, luminescence, HEK293T, StAR-luciferase reporter. Nuclear receptor subfamily 5 group A member 2 (Homo sapiens), O00482. LRH-1 transfected, 24 h. inhibition, % at 3.6 µM. 360,000 compounds, 0.13% hits;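 active = inhibition above the mean inhibition of all tested compounds plus 3 SD, cut at about 73% in these data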;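 note: 0% = DMSO wells and 100% = reporter-only cells lacking LRH-1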
# TLR9-MyD88 inh: inhibitors of TLR9-MyD88 association in cells, primary screen, cell-based, CHO, BLA complementation, fluorescence. Toll-like receptor 9 (Homo sapiens) + Myeloid differentiation primary response protein …. CCF4 FRET ratio. inhibition, % at 4.98 µM. 340,000 compounds, 0.21% hits. AID 504734, 2011;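 active = inhibition above the mean over all tested compounds plus 3 SD, cut at about 21% in these data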;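 note: 0% = DMSO only wells and 100% = clavulanate BLA inhibitor control wells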
# Vif imaging: HIV Vif self-association inhibitors, primary screen, imaging, HEK293T, single point; inhibition, % at 7.49 µM; 340,000 compounds, 0.35% hits; HEK293T cells, Vif self-association by quenched fluorescence, 24 h; in the data active = inhibition above about 50%, passing the limit was not always enough; note: some results filed as inactive read as strong as hits
# EBV LMP1 NFkB: EBV LMP1-driven NF-kappaB luciferase reporter inhibitors, primary screen, cell-based, luminescence, single point; LMP1-induced NF-kappaB luciferase reporter cells; 350,000 compounds, 0.69% hits; inhibition, % at 12.5 µM; AID 504558, 2011; in the data active = inhibition above about 41%;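 note: 0% = neutral control wells and 100% = reference inhibitor control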
# TROY NFkB inh: inhibitors of TROY-driven NF-kB signaling, primary screen, Q293 LMP1-TROYcd cells, NF-kB luciferase, uHTS. Q293 LMP1-TROYcd NF-kB luciferase reporter, 4 h. inhibition, % at 10 µM. 360,000 compounds, 0.98% hits. AID 1347056, 2019;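 active = compounds whose plate-normalised and pattern-corrected inhibition of the luciferase reporter signal at the single screening dose is 50% or more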
# NOD2-RIPK2 inh: NOD2-RIPK2 binding disruptors in cells, primary screen, fluorescence, CHO cells, BLA complementation. CCF4 ratio. inhibition, % at 4.98 µM. 360,000 compounds, 0.38% hits; in the data active = inhibition above about 21%;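 note: 0% = vehicle only and 100% = reference blocker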
# Target sequence (O43353 whole entry, looked up): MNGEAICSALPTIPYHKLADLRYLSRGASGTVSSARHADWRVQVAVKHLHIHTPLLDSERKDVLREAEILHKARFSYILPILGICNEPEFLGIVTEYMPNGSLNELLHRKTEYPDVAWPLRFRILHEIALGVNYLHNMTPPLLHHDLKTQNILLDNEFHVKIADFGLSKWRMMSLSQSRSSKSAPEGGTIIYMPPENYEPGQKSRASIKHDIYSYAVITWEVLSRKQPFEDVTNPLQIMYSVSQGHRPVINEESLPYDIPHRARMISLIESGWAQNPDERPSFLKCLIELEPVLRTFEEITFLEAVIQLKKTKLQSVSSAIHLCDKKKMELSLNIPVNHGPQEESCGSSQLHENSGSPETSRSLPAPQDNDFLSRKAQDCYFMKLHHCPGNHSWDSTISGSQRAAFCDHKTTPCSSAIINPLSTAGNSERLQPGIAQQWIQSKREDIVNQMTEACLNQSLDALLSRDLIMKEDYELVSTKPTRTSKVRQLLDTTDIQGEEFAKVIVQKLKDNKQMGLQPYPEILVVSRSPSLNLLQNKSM
# NCOA2 inhibitor: inhibition of GAL4-SRC2 driven luciferase reporter, primary screen, SRC2 inhibitor project, cell-based, luminescence; HEK293 GAL4-SRC2 luciferase reporter; inhibition, % at 9 µM; 370,000 compounds, 0.17% hits; AID 651957, 2012;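 active = inhibition above the mean inhibition of all tested compounds plus 3 SD, set per campaign, cut at about 52% in these data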;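 note: 0% = DMSO treated cells and 100% = cells given Gossypol at 36 µM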
# NCOA1 inh: SRC1 coactivator transcriptional activity inhibitors, primary screen, cell-based, luminescence. HEK293 GAL4-SRC1 luciferase reporter. inhibition, % at 3.6 µM. 360,000 compounds, 0.12% hits;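 active = inhibition above the campaign mean plus 3 SD, with each screening campaign given its own cutoff, cut at about 60% in these data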;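 note: 0% = DMSO treated cells and 100% = gossypol at 36 µM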
# COUP-TFII inh: NR2F2 transcriptional activity inhibitors, primary screen, cell-based, luciferase reporter, HEK293T, luminescence; HEK293T NGFI-A luciferase reporter; inhibition, % at 8.6 µM; 370,000 compounds, 0.7% hits;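 active = inhibition above a per-plate cutoff, mean inhibition of test wells between control levels plus 3 SD, cut at about 38% in these data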;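 note: cells cotransfected with COUP-TFII expression vector driving the NGFI-A reporter; 0% = median of COUP-TF2 test wells and 100% = reporter-only cells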
# Target sequence (P24468 whole entry, looked up): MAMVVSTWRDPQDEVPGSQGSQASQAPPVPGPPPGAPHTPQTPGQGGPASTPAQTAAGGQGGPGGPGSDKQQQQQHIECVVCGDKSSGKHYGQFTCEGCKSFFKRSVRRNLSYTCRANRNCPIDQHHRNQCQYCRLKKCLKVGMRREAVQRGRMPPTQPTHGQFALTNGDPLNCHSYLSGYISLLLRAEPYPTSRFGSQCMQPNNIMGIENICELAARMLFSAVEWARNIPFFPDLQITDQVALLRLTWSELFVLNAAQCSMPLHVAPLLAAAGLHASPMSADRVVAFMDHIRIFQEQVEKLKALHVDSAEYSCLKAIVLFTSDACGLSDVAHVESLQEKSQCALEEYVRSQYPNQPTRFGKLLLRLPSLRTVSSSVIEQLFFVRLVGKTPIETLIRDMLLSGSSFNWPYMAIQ
# TRAIL sens C8: viability loss with TRAIL in NB7+C8 cells, primary screen, TRAIL sensitizer project, cell-based, ATPlite luminescence; inhibition (viability loss, TRAIL sensitization), % at 10 µM; 360,000 compounds, 1% hits; AID 624354, 2012;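 active = compounds causing at least 50% loss of cell viability in the single-dose screen, relative to plate controls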
# Numbers without * were called inactive; i = inactive; · = not tested or not shown. An excerpt; rates above refer to the full screens.
SMILES,NCOA3 inh,LRH-1 inv ag,TLR9-MyD88 inh,Vif imaging,EBV LMP1 NFkB,TROY NFkB inh,NOD2-RIPK2 inh,NCOA2 inhibitor,NCOA1 inh,COUP-TFII inh,TRAIL sens C8
Cn1c(=O)c(NCCO)c2c3c(cccc31)C(=O)c1ccccc1-2,4.0,1.0,3.4,i,-0.4,-18.4,5.5,-2.7,0.8,-1.3,-9.1
Cc1ccc(O)c(-c2cc(C(=O)Nc3cccnc3)[nH]n2)c1,-87.7,-121.4,-0.5,2.4,-58.9,-27.1,-6.9,-107.2,-97.1,-38.6,0.5
CCOC(=O)CC(=O)NC(CC(=O)OC)c1ccc(C(C)C)cc1 (stereo not drawn),5.3,11.2,5.6,6.0,3.3,6.9,3.6,-1.6,8.1,-1.0,-10.6
COc1cc(OC)c(C(=O)CCCN2CCCC2)c(OC)c1,-1.1,21.4,7.0,4.0,13.8,8.9,-24.9,-16.6,-7.0,-12.1,3.6
O=C(c1cc(C2CC2)nn1-c1ccccc1)N1CCN(c2ccccn2)CC1,5.5,-14.2,1.2,-3.2,-2.8,9.8,-7.3,1.3,-2.7,1.9,7.8
OCCN(CCO)c1ccc2ccccc2c1,2.1,-0.6,-10.2,-0.4,0.1,16.0,-1.1,-12.8,-8.8,-1.3,-0.5
O=S(=O)(Nc1ccc(N2CCOCC2)cc1)c1ccc(Cl)s1,-26.0,-0.6,-10.4,-1.2,-4.8,-0.7,-10.3,-9.0,-4.6,-7.8,-13.7
COc1cccc(OC)c1C(=O)NC(=S)Nc1ccc2oc(-c3ccncc3)nc2c1,6.1,-0.7,-21.0,·,-16.4,10.1,63.9*,-14.2,3.7,9.9,3.4
COc1cc(C)ccc1OCc1cc(C(=O)N2CCN(C)C[C@@H]2c2ccccc2)no1,-37.2,-61.7,-9.9,-5.9,-22.5,-24.7,4.2,-34.2,-13.7,-9.8,-18.5
CC(C)=N/N=C1/NC(=O)C(CC(=O)Nc2cc(Cl)ccc2C)S1 (stereo not drawn),13.4,-5.8,0.5,2.7,2.7,4.1,-7.0,-21.5,6.1,15.1,11.2
COc1ccccc1NC(=O)C(C)N1CCN(C/C=C/c2ccccc2)CC1 (stereo not drawn),9.8,4.7,6.2,2.3,-4.6,7.3,-2.0,-23.0,-0.3,14.3,9.5
Cc1c(C(=O)Cc2ccccc2)n(C)c2ccccc12,4.5,12.5,6.0,-3.5,-5.4,-29.2,-6.3,-19.9,-0.5,12.5,35.8

# A different layout for part of the listing above.
compound	NCOA3 inh	LRH-1 inv ag	TLR9-MyD88 inh	Vif imaging	EBV LMP1 NFkB	TROY NFkB inh	NOD2-RIPK2 inh	NCOA2 inhibitor	NCOA1 inh	COUP-TFII inh	TRAIL sens C8
COc1cc(C)ccc1OCc1cc(C(=O)N2CCN(C)C[C@@H]2c2ccccc2)no1	-37.2	-61.7	-9.9	-5.9	-22.5	-24.7	4.2	-34.2	-13.7	-9.8	-18.5
CC(C)=N/N=C1/NC(=O)C(CC(=O)Nc2cc(Cl)ccc2C)S1 (stereo not drawn)	13.4	-5.8	0.5	2.7	2.7	4.1	-7.0	-21.5	6.1	15.1	11.2

# Further records follow:
SMILES,NCOA3 inh,LRH-1 inv ag,TLR9-MyD88 inh,Vif imaging,EBV LMP1 NFkB,TROY NFkB inh,NOD2-RIPK2 inh,NCOA2 inhibitor,NCOA1 inh,COUP-TFII inh,TRAIL sens C8
NC(=O)[C@@H]1CCCN1Cc1c(C(=O)N2CCN(C3CCCCC3)CC2)nc2ccccn12,5.6,4.7,-0.9,-0.5,0.4,14.1,1.1,5.9,-10.9,-25.9,-4.2
O=C(O)CC(NC(=O)Cc1ccccc1)c1cc([N+](=O)[O-])ccc1Cl (stereo not drawn),-1.0,7.4,·,-0.1,4.5,4.0,-8.6,-11.8,4.4,17.3,-6.6
O=C(CN1CCN(c2ccc(F)cc2)CC1)Nc1ccccc1Br,5.2,2.1,7.3,-7.4,8.4,0.9,2.8,14.9,-49.6,7.3,0.1
C/C(=N\Nc1ncc(Cl)cc1Cl)c1ccc(OC(F)F)cc1,-14.3,-91.1,1.0,6.8,-22.2,2.4,-9.7,-28.2,-49.9,-11.7,-9.7
CCOC(=O)c1c(NC(=O)C2CC(Cl)=CCC2C(=O)O)sc2c1CC(C)(C)OC2 (stereo not drawn),23.2,-21.0,-0.8,-15.8,-7.0,0.5,-4.5,-2.7,-7.8,-14.5,0.3
Cc1ccc(S(=O)(=O)N(C)CCCC(=O)N2CCCCC2)cc1,4.7,0.1,-13.3,-1.6,-11.7,14.2,2.9,16.1,6.3,-13.0,-0.4
Cc1ccc(C(=O)CSc2nnc(CNc3nc(-c4ccccc4)cs3)n2C)cc1,-13.8,-9.7,-6.1,-4.8,6.4,18.4,-4.4,2.5,-58.4,2.5,-14.6
O=C(O)CCSSCCC(=O)O,8.4,-0.6,4.6,-4.2,0.0,0.7,1.6,7.4,-1.0,-7.7,10.7
CCOc1cc(N2CCOCC2)c(OCC)cc1NC(=O)Cc1cccc(OC)c1,-9.1,-8.0,15.8,·,5.4,-5.5,-2.6,2.0,-16.1,8.4,-5.3
COc1cccc(NC(=O)COC(=O)CC2CC3CCC2C3)c1 (stereo not drawn),4.2,-8.0,3.5,6.1,-6.9,2.2,-8.5,15.9,12.6,6.9,-6.3
Cc1ccc2nc(Cc3ccc(N)cc3)[nH]c2c1,-25.8,-114.3,0.2,-1.9,-19.1,-40.7,-5.2,-66.3,-55.2,-41.7,2.7
O=C(NCCc1cn[nH]c1)c1ccc2oc(CCc3ccccc3)nc2c1,-47.0,-27.5,11.1,-6.6,-24.9,-39.8,-15.1,-57.5,-73.9,-3.9,-9.6
O=C(CN1C(=O)NC2(CCCC2)C1=O)N1CCN(S(=O)(=O)c2ccccc2Br)CC1,18.0,12.5,-4.4,14.5,0.4,8.3,-8.9,-36.7,-4.3,0.7,13.8
COc1ccc(N(CC(=O)Nc2cccc(OC)c2)S(=O)(=O)c2c(C)nn(C)c2C)cc1,-1.2,-8.5,-8.3,-9.5,-7.4,7.7,-14.4,15.4,-6.8,-0.5,-9.8
COc1cc(/C=C/C(=O)N2CC(C)OC(C)C2)cc(OC)c1OC (stereo not drawn),5.4,9.2,-8.3,1.3,5.7,-5.9,2.2,8.9,5.2,-18.1,-0.9
CC(C)CCOC(=O)C1C2C=CC3(CN(Cc4cccs4)C(=O)C13)O2 (stereo not drawn),-9.2,-8.8,0.1,-0.2,2.5,-13.9,-4.3,-54.0,-18.4,8.9,-1.2
Cc1cc(C)c(S(=O)(=O)c2cccc(Br)c2C)c(=O)[nH]1,11.1,-11.3,-2.8,-9.6,11.8,-2.8,-5.8,12.9,7.7,-11.7,2.3
Cc1cc(-c2ccccc2)nc2[nH]n(-c3ccccc3)c(=O)c12,3.9,-3.5,1.6,-18.5,6.0,4.7,-2.5,-9.2,1.9,-4.0,-1.1
Cc1nc(-c2ccccn2)nc(N(C)c2ccccc2)c1Cl,28.1,20.6,4.7,10.6,3.3,-27.7,12.6,3.0,0.9,20.6,13.2
Cc1ccc(-c2nnc(OCc3cccnc3)c3ccccc23)cc1,19.8,2.1,-0.2,0.0,13.7,-3.5,5.1,11.9,-11.2,6.5,7.2
COc1ccc2c(c1)Cc1sc(NC(=O)c3cccs3)nc1-2,-57.1,-137.4,2.1,0.7,-6.7,-55.9,1.9,-63.3,-105.7,-38.7,-0.4
Cc1ccc(S(=O)(=O)c2nnn3c2nc(N2CCCCC2)c2ccccc23)cc1,9.7,-8.0,0.0,-14.8,6.7,10.2,2.2,1.2,12.6,-12.5,-2.6
COc1cccc(CNc2nc3cc(-c4cccc(Cl)c4)sc3c(=O)n2C)c1,-0.1,4.4,·,-8.3,·,5.5,-4.7,-34.1,-23.2,-11.1,7.5
Cc1nn(C(C)C(=O)NCCN2CCCCCC2)c(=O)c2nn(-c3ccccc3)c(C)c12 (stereo not drawn),-3.5,12.8,-9.5,14.2,-2.3,24.7,3.9,-9.3,-3.0,2.5,-12.1
NC(=O)c1ccc(-n2nnnc2SCC(=O)Nc2ccccc2-c2ccccc2)cc1,8.0,4.0,3.3,-1.5,5.3,-2.4,7.2,20.5,13.8,15.3,7.5
CCC(C)NC(=O)CN1C(=O)COc2ccc(S(=O)(=O)N3CCOCC3)cc21 (stereo not drawn),13.8,-6.3,2.3,6.5,-0.8,5.2,-2.1,21.8,-13.4,-11.3,6.0
Cc1cc(C)n(-c2ccc(C(=O)Nc3cccnc3)cc2)n1,4.1,-9.9,3.1,-0.5,8.9,1.5,-9.4,-25.7,5.7,-6.7,9.1
CC1=CCC(C(=O)O)(C(=O)N/N=C/c2cccnc2)C(c2ccccc2)C1 (stereo not drawn),-1.8,7.6,·,1.9,0.6,14.6,-3.1,-16.4,-60.8,12.7,-11.8
CCOC(=O)Cn1c(=O)c2c(nc3n2CCN3Cc2ccccc2)n(C)c1=O,-2.3,2.2,1.1,-4.5,-2.7,9.9,4.7,-13.1,6.3,-9.4,32.0
Cc1ccc2c(c1)C(c1ccccc1)N(C(=O)c1ccc(Br)o1)CC(=O)N2 (stereo not drawn),-6.4,7.2,-5.5,-0.4,-9.2,0.2,6.3,-5.8,-11.7,8.8,0.4
CCOCc1nnc(NC(=O)CCc2ccccc2)s1,13.1,-0.5,7.1,·,7.2,0.5,7.5,5.0,-2.3,-14.1,2.2
COc1cc(/C=N/NC(=O)c2ccc(CN(C)S(=O)(=O)c3ccc(C)cc3)cc2)ccc1O,10.4,-2.5,-4.1,-1.6,-8.3,18.8,1.2,-8.1,-1.8,-21.9,-6.8
Cc1ccc(S(=O)(=O)N2CCN(CC(=O)Nc3ccc([N+](=O)[O-])cc3)CC2)cc1C,13.7,-0.7,-8.6,0.2,-4.7,-13.4,-6.2,-22.8,16.2,7.3,13.7
CCC(Cc1ccccc1)NS(=O)(=O)c1c(C)nc2scc(C)n2c1=O (stereo not drawn),-7.3,10.2,-5.6,3.2,4.7,5.5,-3.0,-2.9,-10.3,6.0,-3.9
COC(C/C=C\[C@@H](O)[C@@H](C)OCc1ccccc1)OC,3.4,12.3,-6.2,·,-1.2,7.8,-7.9,4.8,-24.7,-15.9,-17.0
CNC(=O)c1ccc(NC(=O)c2ccc3c(=O)n4c(nc3c2)CCC4)cc1,-6.6,7.1,5.1,4.0,-3.1,-17.6,0.3,-5.4,-13.2,10.0,0.2
COc1ccc(OCCSc2nnc(CCNC(=O)c3ccc(OC)cc3)n2C)cc1,10.8,10.1,2.8,-4.2,7.1,-21.6,-1.5,-9.1,6.9,6.3,-9.3
O=[N+]([O-])c1cccc(S(=O)(=O)Nc2cccc(-c3ccc(N4CCOCC4)nn3)c2)c1,-36.1,-29.3,-3.6,0.5,-10.5,-26.3,3.4,-16.7,-27.9,-31.4,35.1
O=C(Cc1ccc(Cl)cc1)NCC(=O)N1CCCC1,-8.8,-8.7,6.9,3.0,3.2,10.3,-8.6,-10.7,2.5,13.1,-20.0
